M1 ag – activates human CHRM1 receptor. P11229. AID 588814. activation, % at 3 µM. actives 0.33% (n = 360,000). CHO-K1 hM1, Fluo-8 calcium fluorescence, agonist mode; 0% DMSO, 100% acetylcholine EC100;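 active = activation above the run's mean compound activation plus 3 SD, cut at about 16% in these data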;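 note: peak over basal fluorescence ratio within a 140 s kinetic read after compound addition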
M4 antag – antagonists of human muscarinic M4 receptor (CHRM4). P08173. CHO-hM4 cells, ACh EC80, Fluo-8 calcium fluorescence. inhibition, % at 3 µM. actives 0.73% (n = 360,000). AID 624125;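 active = inhibition above its plate's cutoff, the mean inhibition of sample wells plus 3 SD, cut at about 27% in these data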;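 note: 0% = acetylcholine EC80 with DMSO and 100% = DMSO without agonist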
Target sequence (P08173 whole entry, looked up): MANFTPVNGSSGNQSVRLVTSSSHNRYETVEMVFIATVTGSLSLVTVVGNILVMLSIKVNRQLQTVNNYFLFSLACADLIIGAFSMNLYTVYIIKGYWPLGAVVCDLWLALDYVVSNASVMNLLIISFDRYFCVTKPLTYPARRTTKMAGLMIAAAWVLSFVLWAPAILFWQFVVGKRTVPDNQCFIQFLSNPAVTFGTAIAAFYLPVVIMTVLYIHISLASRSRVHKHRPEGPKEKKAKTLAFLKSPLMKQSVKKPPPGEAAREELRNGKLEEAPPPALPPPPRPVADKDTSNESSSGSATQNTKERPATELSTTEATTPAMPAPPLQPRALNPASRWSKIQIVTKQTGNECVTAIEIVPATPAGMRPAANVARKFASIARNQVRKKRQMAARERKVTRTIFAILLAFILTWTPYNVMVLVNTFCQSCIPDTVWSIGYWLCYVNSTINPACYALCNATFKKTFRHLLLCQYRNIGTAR
OXTR potentiator – potentiates the human oxytocin receptor response | CHO-OTR cells, Fluo-8 calcium fluorescence, potentiator mode; 0% = oxytocin EC15, 100% = EC100 | activation, % at 3 µM | actives 0.061% (n = 320,000) | AID 2445;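 active = activation above that plate's cutoff, the mean activation of tested compounds plus 3 SD, cut at about 6.6% in these data, passing the limit was not always enough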;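 note: 100% uses oxytocin at 75 nM as the full agonist control; some results filed as inactive read as strong as hits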
Target sequence (P30559 whole entry, looked up): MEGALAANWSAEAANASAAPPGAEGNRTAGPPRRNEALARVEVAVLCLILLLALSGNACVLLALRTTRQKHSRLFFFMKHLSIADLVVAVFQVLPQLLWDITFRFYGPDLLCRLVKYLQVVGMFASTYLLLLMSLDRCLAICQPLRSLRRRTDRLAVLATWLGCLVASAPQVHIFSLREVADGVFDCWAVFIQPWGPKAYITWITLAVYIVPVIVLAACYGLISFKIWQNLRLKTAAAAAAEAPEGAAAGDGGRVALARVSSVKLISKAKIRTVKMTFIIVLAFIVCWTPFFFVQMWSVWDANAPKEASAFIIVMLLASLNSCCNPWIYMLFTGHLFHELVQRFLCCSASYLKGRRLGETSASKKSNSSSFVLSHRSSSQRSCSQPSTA
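Replication – single well per compound, singlicate · Assay system – CHO cell line stably expressing human OTR · Timing – 6 min pre-incubation, 100 s read · Measure – normalized max/min fluorescence ratio, % activation · Doses – 3.0 µM, one dose · Detection – Fluo-8 calcium dye fluorescence · Probe or stimulus – oxytocin near EC15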
CHRM1 antagonist – antagonists of human M1 muscarinic receptor; actives 1.3% (n = 360,000); inhibition, % at 3 µM; CHO-K1 hM1, Fluo-8 calcium fluorescence, ACh EC80 antagonist; AID 588852;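 active = percent inhibition above its own plate's cutoff, namely the mean of that plate's compound wells plus 3 SD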;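 note: peak over basal fluorescence ratio during 140 s after agonist addition; 0% = ACh EC80 plus DMSO and 100% = DMSO alone without agonist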
CHO-K1 Ca antag – counter-screen for M1 antagonists: effect in parental CHO-K1 cells | ATP-induced calcium, Fluo-8 fluorescence | inhibition, % at 3 µM | actives 0.6% (n = 360,000) | AID 602250;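 active = inhibition above a per-plate cutoff, the plate's mean sample inhibition plus 3 SD, cut at about 24% in these data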;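 note: 0% = DMSO plus EC80 ATP and 100% = DMSO alone without ATP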
M1 ag parental – M1 agonist counterscreen hit in parental CHO-K1 cells; Fluo-8 calcium fluorescence; scaled to maximal ATP response, vehicle zero; actives 0.48% (n = 360,000); activation, % at 3 µM; in the data active = activation above about 15%;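 note: untransfected CHO-K1 host cells lacking M1 receptor as counterscreen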
M1 PAM – positive allosteric modulators of human M1 muscarinic receptor | P11229 | CHO-K1 hM1, Fluo-8 calcium fluorescence, ACh EC20; 0% = ACh EC20, 100% = maximal ACh | activation, % at 3 µM | actives 0.088% (n = 360,000) | AID 588819; in the data active = activation above about 19%, passing the limit was not always enough
CHO parental Ca – counter-screen: ATP calcium response change in parental CHO cells; parental CHO-K1, ATP-induced calcium, Fluo-8 fluorescence; inhibition, % at 5.6 µM; actives 0.63% (n = 330,000); AID 463079;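 active = inhibition above that plate's mean sample inhibition plus 3 SD, cut at about 26% in these data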;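 note: 0% = ATP-challenged DMSO wells and 100% = DMSO wells without ATP; some compounds past the cut are filed as inactive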
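Test system: untransfected parental CHO cell line. Compound: one dose, 5.6 µM nominal. Detection: intracellular calcium via Fluo-8 no-wash fluorescent dye. Measure: % inhibition. Benchmarks: ATP-challenged DMSO wells low, unchallenged DMSO wells high.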
M4 ag – CHRM4 agonism in calcium assay | actives 0.14% (n = 360,000) | CHO-K1 hM4/Gqi5, Fluo-8 calcium fluorescence; vehicle 0%, full acetylcholine response 100% | P08173 | activation, % at 3 µM | AID 624127;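 active = activation above the run mean over all test wells plus 3 SD, cut at about 32% in these data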;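 note: peak over basal fluorescence ratio per well then scaled between controls; 0% = DMSO wells and 100% = acetylcholine at EC100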
* marks the source's active call; other numbers are inactive results; . = no result given. Not a hit list; about 2.9% have a hit in one of these screens.

SMILES	M1 ag	M4 antag	OXTR potentiator	CHRM1 antagonist	CHO-K1 Ca antag	M1 ag parental	M1 PAM	CHO parental Ca	M4 ag
CCNS(=O)(=O)c1ccc(CCC(=O)O)cc1	-6	-11	-10	-8	-4	0.3	-1	2	1
N#CC(C(=O)c1ccco1)c1ccccn1 (stereo not given)	-7	6	6	11	-2	-0.2	-1	-10	0
O=C(Nc1ccc(F)cc1)c1ccccc1F	-7	-3	-2	-4	-14	0.3	6	-8	1
CC(NC(=O)C12CC3CC(CC(C3)C1)C2)c1ccc(F)cc1 (stereo not given)	1	0	-4	11	-13	-0.1	-3	-14	0
Cc1noc(C)c1COc1cccc(C(=O)N2CCN(C/C=C/c3ccccc3)CC2)c1	-1	-5	-17	2	1	2.6	5	-22	9
COc1ccc(OCC(=O)Nc2ccc3c(c2)nc(CCN2CCOCC2)n3C)cc1	-6	2	-4	-4	-2	0.4	0	1	1
Cc1cc(C(=O)NNc2cc(Cl)ccc2Cl)no1	-5	-13	-5	-18	-7	0.2	9	-5	2
CCN1C(=O)C(CC(=O)N2CCN(C(c3ccccc3)c3ccccc3)CC2)N(CC)C1=O (stereo not given)	-8	13	4	26	-1	0.1	-18	-11	0
CCCCCNS(=O)(=O)c1cc2c3c(c1)CCC(=O)N3CCC2	0	-4	-10	-3	-16	5.7	-1	-16	6
CN(CCC1CCOCC1)C(=O)c1cc(COc2c(F)cccc2F)on1	-2	1	-1	-15	-15	2.4	5	-20	3
Cc1nc(NC(=O)COC(=O)[C@@H](NC(=O)c2ccco2)C(C)C)c(Cl)cc1Cl	-5	9	-2	-12	1	-0.5	9	-33	1
CC1(C)C(c2ccccc2)=[N+]([O-])C2(CCCCC2=O)N1O (stereo not given)	-2	-6	-7	-3	5	0.3	-3	-10	1
CNc1ccc(C(O)(C(F)(F)F)C(F)(F)F)cc1C(O)(C(F)(F)F)C(F)(F)F	-6	5	-2	6	35*	-0.3	4	-12	-1
O=C(O)c1ccc(COc2ccc3ccccc3c2)o1	0	6	-4	-21	-18	1.3	14	-7	3
CCCn1nnnc1NC(=O)CSc1ccc(Cl)cc1	-3	9	-4	-11	3	0.2	4	-12	-1
Cc1cc(NC2=CC(=O)C(=O)c3ccccc32)no1	0	8	.	-7	5	0.9	7	.	1
COc1cc2c(c(OC)c1OC)-c1ccc(SC)c(=O)cc1C(NC(=O)c1ccccc1)CC2 (stereo not given)	-5	-4	.	-11	-2	0.4	5	.	2
COc1ccc(N(CC(=O)Nc2cc(Cl)ccc2C)S(=O)(=O)c2c(C)n[nH]c2C)cc1	-4	1	-8	0	-7	2.5	-3	-10	6
COc1ccc(-c2nn(-c3ccccc3F)cc2CNCCn2nc(C)cc2C)cc1	-9	-4	-13	-3	0	2.9	8	-15	4
Cc1ccc(S(=O)(=O)N2CCC(C(=O)NCC(C)(C)N3CCOCC3)CC2)c(C)c1	-7	1	-3	11	1	3.2	-1	-24	0
COc1ccc(OC)c(NC(=O)c2cc3sccc3n2C)c1	-6	10	4	-17	-17	-0.6	6	-18	-3
CC(=O)c1ccc(C(=O)NC2CC(C)(C)Cc3c2cnn3-c2ccccc2)cc1 (stereo not given)	-5	-7	-4	-9	-7	0.4	5	-13	1
COC(=O)CSc1nc2c(c(-c3ccc(O)cc3)c1C#N)CCCC2	-11	-2	-13	5	-7	0.1	0	-17	-2
CCC1CCCCN1c1cc(C)nc2cc(-c3cccc(C)c3)nn12 (stereo not given)	3	-15	-11	-13	-3	-0.1	4	-28	-2
CN(Cc1ccccc1)C(=O)CN1C(=O)NC2(CCCC2)C1=O	-3	-6	-7	0	-6	0.0	2	4	2
More entries.
SMILES	M1 ag	M4 antag	OXTR potentiator	CHRM1 antagonist	CHO-K1 Ca antag	M1 ag parental	M1 PAM	CHO parental Ca	M4 ag
CCCCC(=O)Nc1cc([N+](=O)[O-])ccc1Cl	-8	2	6	-13	-3	0.6	8	-2	0
O=C(NCc1cccnc1)C1CC(c2cccc(Br)c2)=NO1 (stereo not given)	-8	7	-4	10	12	1.4	-9	-1	3
O=C(COC(=O)CNC(=O)c1ccccc1F)Nc1ccc(Cl)cn1	-4	13	-1	-2	-11	0.2	3	-13	9
CCSc1nc2sc3c(c2c(=O)n1C1CCCCC1)CCN(C)C3	-6	12	.	5	-12	0.0	-6	.	0
CC1CN(c2cc3nccnc3cc2F)CC(C)O1 (stereo not given)	2	-2	-1	2	-7	-0.6	10	-6	0
CCOC(=O)/C=C/[C@H]1CC2(CCO1)SCCCS2	-5	9	0	-1	-12	0.0	7	-6	1
Cc1ccc(CNC(=O)CSc2nc3c(sc4ccccc43)c(=O)n2CCCN2CCCC2)cc1	-8	6	-18	6	-10	0.9	0	-29	2
OC(c1ccccc1)(c1nc(-c2cccc3cccnc23)cs1)C(F)(F)F (stereo not given)	-6	3	.	-2	5	0.9	-1	.	0
CCN(CC)CCNC(=O)c1[nH]c2ccc(OCc3ccccc3)cc2c1C	-7	4	-9	-3	-18	3.9	4	2	9
CCCNC(=O)Cn1cccc1C(=O)c1ccccc1	0	6	11	5	0	-0.3	10	-10	0
N#Cc1ccc(-c2csc(NC(=O)c3ccc(N4C(=O)CCC4=O)cc3)n2)cc1	-1	6	-5	-10	0	0.7	-2	-8	2
Cc1ccccc1C(=O)NNC(=O)C1CCCN(c2ncccn2)C1 (stereo not given)	-6	-19	-4	-4	-4	-0.3	-1	-7	1
N=C(N)SCc1nc2ccccn2c1Br	-9	-4	-5	10	17	0.1	-5	-6	0
O=C(Nc1cccc2c1CCCC2)c1ccncc1	1	-7	-1	-4	-4	0.0	16	-13	1
Cc1c([N+](=O)[O-])cc(N2C(=O)C=CC2=O)cc1[N+](=O)[O-]	3	4	.	17	-4	2.7	-10	.	12
CCOc1c(OC(C)=O)ccc(/C=C/c2ccc3cccc(OC(C)=O)c3n2)c1[N+](=O)[O-]	-3	1	-9	-3	-6	1.7	4	20	1
C/C(=N\NC(=O)c1cc(C)oc1C)c1ccc2ccccc2c1	-4	9	-3	8	-17	0.7	2	5	0
O=c1ccc2cc3c(-c4ccccc4)coc3cc2o1	-3	0	.	-5	-8	0.2	5	.	2
O=C(COC(=O)Cc1ccc(Br)cc1)NC1CC1	-2	6	-8	17	2	0.3	-4	-4	1
N#Cc1ccc(-n2nccc2-c2cnc3n(c2=O)CCS3)cc1	-3	-10	3	-24	11	-0.2	4	-10	1
Cc1nc(SCC(=O)Nc2cccc(S(=O)(=O)N3CCOCC3)c2)nc(C)c1C	-3	-6	7	-5	5	0.4	2	-14	1
COc1ccc(NC(=O)CSc2nc3n[nH]c(C)c3c(=N)n2-c2ccc(Cl)c(C)c2)cc1OC	-6	1	-7	-12	-16	-0.4	6	-17	-1
Cc1cccc(C)c1N1CCN(S(=O)(=O)c2ccccc2)CC1	-3	2	-20	2	-2	-0.5	2	-9	0
CC1C(=O)OC2C1CCC1(C)CCC(=O)C(C)C21 (stereo not given)	-2	-4	-2	-4	-10	0.6	6	-6	0
CCOC(=O)c1cnc(-n2nc(C)cc2C)nc1Nc1ccc(O)cc1	0	-8	-11	-13	-17	1.4	7	-7	-1

As a working copy, some entries already given:
SMILES	M1 ag	M4 antag	OXTR potentiator	CHRM1 antagonist	CHO-K1 Ca antag	M1 ag parental	M1 PAM	CHO parental Ca	M4 ag
Cc1nc(SCC(=O)Nc2cccc(S(=O)(=O)N3CCOCC3)c2)nc(C)c1C	-3	-6	7	-5	5	0.4	2	-14	1
COc1ccc(NC(=O)CSc2nc3n[nH]c(C)c3c(=N)n2-c2ccc(Cl)c(C)c2)cc1OC	-6	1	-7	-12	-16	-0.4	6	-17	-1
Cc1cccc(C)c1N1CCN(S(=O)(=O)c2ccccc2)CC1	-3	2	-20	2	-2	-0.5	2	-9	0
CC1C(=O)OC2C1CCC1(C)CCC(=O)C(C)C21 (stereo not given)	-2	-4	-2	-4	-10	0.6	6	-6	0
CCOC(=O)c1cnc(-n2nc(C)cc2C)nc1Nc1ccc(O)cc1	0	-8	-11	-13	-17	1.4	7	-7	-1

Next part:
SMILES	M1 ag	M4 antag	OXTR potentiator	CHRM1 antagonist	CHO-K1 Ca antag	M1 ag parental	M1 PAM	CHO parental Ca	M4 ag
Cc1ccnn1CCC(=O)N1CCCC(CCC(=O)N2CCN(c3ccccn3)CC2)C1 (stereo not given)	-5	2	0	-16	-16	1.7	13	-23	4
CCOc1ccc(N2C(=O)C3C4C=CC(CC4)C3C2=O)c([N+](=O)[O-])c1 (stereo not given)	-4	3	-1	-6	17	-0.3	4	-24	0
Cc1[nH]c2c(C)cccc2c(=O)c1CN1CCCCCC1	-11	6	-14	2	-12	0.5	-9	-6	1
COc1ccc(C(=O)Nc2ccc(-c3nnn(CC(=O)N4CCN(C(=O)c5ccco5)CC4)n3)cc2)cc1	-8	-6	0	-5	-8	2.7	11	-7	6
Cc1ccccc1NNC(=O)C(=O)NNc1ccccc1C	-2	4	-8	-13	-2	0.2	5	-21	0
COc1ccc(OC)c(C(=O)COC(=O)c2ccc(C)o2)c1	-4	2	-5	-4	-11	1.1	7	-24	1
COc1ccc(Cl)cc1NC(=O)CCN1CCN(c2ccccc2C)CC1	-2	-11	-3	-25	-22	0.4	3	-22	0
NNC(=O)C1CCN(S(=O)(=O)c2ccc(Cl)cc2)CC1	-3	0	-17	9	-2	2.8	-5	-15	9
CCCN(C(=O)CSc1nnnn1-c1ccccc1OC)C1CCS(=O)(=O)C1 (stereo not given)	0	2	1	-7	-4	0.5	8	-2	1
O=C(O)Cc1sc(NC2CCCCC2)nc1-c1ccc(Cl)cc1	-5	1	-14	-6	-19	2.8	7	33*	8
Cc1ccc(NC(=O)CN(C)C(=O)COC(=O)C2=COCCO2)cc1	-1	2	-8	2	-4	0.9	8	9	0
COc1ccc(S(=O)(=O)c2c(O)c3ccc(C(=O)Nc4ccccc4)cc3[nH]c2=O)cc1	-1	-3	-1	-15	-15	0.5	10	3	0
CN(C)c1nc(NC(C)(C)C)nc(SCC(=O)Nc2ccccc2)n1	-4	1	-9	-2	-9	1.1	5	-2	-2
O=C(Cn1nc(-c2ccc(Cl)cc2)c2ccccc2c1=O)Nc1cccnc1	-2	-13	1	-2	-3	0.8	6	-28	2
COC(=O)c1cccc(NC(=O)CSc2nnc(C)n2C)c1	-2	9	-5	6	0	-0.2	0	12	0
S=c1[nH]nc(-c2cc(-c3ccccc3)n[nH]2)n1/N=C/c1cccc(Cl)c1	-3	-1	-4	-7	5	-0.4	8	-5	0
CC1Cc2cc(/C(O)=C3/C(=O)C(=O)N(CCCn4ccnc4)C3c3ccc(Br)cc3)ccc2O1 (stereo not given)	-3	-6	-4	-16	-13	0.0	13	-17	1
CCOC(=O)C1=C(COC(=O)c2ccc(OC)c(S(=O)(=O)N3CCOCC3)c2)NC(=O)NC1C (stereo not given)	-4	-2	.	3	-5	1.2	-3	.	5
CCCOc1ccc(C2C(C(=O)c3cc4ccccc4o3)=C(O)C(=O)N2c2cc(C)on2)cc1OC (stereo not given)	-2	8	-5	-9	-2	-0.3	11	-2	0
CN(C)/C=N/C(=S)Nc1ccc(Cl)cc1Cl	-6	-3	-7	8	3	0.6	-5	-3	2
CCc1nn(-c2cc(Oc3cccc4ccccc34)nc(-c3ccccc3)n2)c(N)c1C#N	0	4	3	-14	-3	0.0	12	-8	0
